Bioassay records from PubChem.
Lipid droplet = modulators of hepatic lipid droplet formation; AML12 mouse hepatocytes, oleate lipid droplets, BODIPY imaging; inhibition, % at 6.5 µM; 240,000 tested, 0.4% active; AID 1656;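 active = lipid droplet intensity inhibited by at least 50%, with more than 500 cells counted; inconclusive = wells with under 300 cells, treated as cytotoxic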
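System: AML12 hepatocytes (mouse). Probe or stimulus: oleic acid at 100 µM to induce lipid droplet formation. Times: overnight treatment with compound plus oleate. Detection: Image-based BODIPY and DAPI two-channel analysis. Evaluation: percent inhibition of filter-corrected integrated lipid droplet intensity per well.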
Myeloid diff MLP = myeloid differentiation induction. ER-HoxA9 myeloid progenitors, lysozyme-GFP differentiation, flow cytometry. calls only at 10 µM. 360,000 tested, 1% active;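 active = normalized GFP-positive differentiation at or above the plate's own cutoff, the solvent-only control mean plus 3 SD; inconclusive = no clear call, values can overlap the other calls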;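 note: cells exposed to compound for four days before flow analysis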
UTI89 phage lysis = protection from phage-mediated lysis, alamar blue read-out – E. coli UTI89, K1F phage, bacterial capsule biogenesis inhibitors (AID 488966) | E. coli UTI89 K1F phage lysis, alamar blue, 2 h; higher % means a stronger effect | inhibition, % at 100 µM; hits with a dose series show IC50 in µM | 340,000 tested, 0.02% active;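 active = phage lysis inhibition, versus mean bacterial control, above a set limit; inconclusive = no clear call, values can overlap the other calls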;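 note: capsule biogenesis inhibitors block K1F phage lysis so surviving cells raise fluorescence; higher fluorescence means more inhibition of phage lysis; actives were called in the ten point dose series up to 300 µM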
Lipid droplet cells 6.5 µM = second read-out of Lipid droplet, no call of its own (marks repeat the call); cell count; measured here: cell count, cytotoxicity flag;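 cells counted across two imaged fields per well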
Myeloid diff MLP GFP+ MAC1+ % = also measured in Myeloid diff MLP; calls as there; GFP+ MAC1+ double positive, %; measured here: differentiation confirmed by MAC1 staining
Active calls of the source: *; i = inactive; ? = inconclusive; · = no result given; + = active, no number; [ ] = dose if it differs, or a comment. A portion of the library. The share of hits here may be higher or lower than overall.

SMILES	Lipid droplet	Lipid droplet cells 6.5 µM	Myeloid diff MLP	Myeloid diff MLP GFP+ MAC1+ %	UTI89 phage lysis
COc1cccc(CN(C(=O)c2ccco2)C2CCS(=O)(=O)C2)c1 (stereo unspecified)	1	648	i	5.3	0.8%
CC1CCCN(C(=O)c2ccc(S(=O)(=O)Nc3ccccc3Cl)cc2)C1 (stereo unspecified)	-8	654	i	0.8	-0.1%
CN(CCN1CCOCC1)C(=O)CC1C(=O)NCCN1Cc1ccccc1C(F)(F)F (stereo unspecified)	10	736	i	1.0	-0.3%
CN1CCN(CCCNC(=O)CCc2nnc3n(Cc4ccccc4Cl)c(=O)c4ccccc4n23)CC1	4	664	i	1.6	-0.1%
O=C(N/N=C/c1ccc(O)cc1O)c1ccc(NC(=O)C2CCCCC2)cc1	-2	652	i	0.5	?
COc1ccc(CNC(=S)Nc2ccccc2F)cc1	-1	831	i	0.3	0.1%
COc1ccc(NC(=O)CN2C(=O)COc3ccc(S(=O)(=O)N4CCOCC4)cc32)cc1	2	813	i	0.6	0.4%
NC(=O)CN1C(=O)NC2(CCOc3ccccc32)C1=O (stereo unspecified)	-3	855	i	1.3	0.0%
CCn1c(=O)c2sccc2n2c(CCCC(=O)NCCc3ccc(S(N)(=O)=O)cc3)nnc12	0	740	i	1.4	0.2%
O=C(NCCCN1CCOCC1)c1cc(-c2ccc(F)cc2)no1	16	724	i	3.1	0.1%
Cn1cc(CN2CCC(n3nccc3NC(=O)C3CCCC3)CC2)cn1	7	691	i	2.9	-0.1%
O=C(Nc1ccc2c(c1)CCC2)Nc1ccc(F)cc1F	-10	744	i	1.0	0.1%

Sorted by molecular weight (low to high): some entries from above.
SMILES	Lipid droplet	Lipid droplet cells 6.5 µM	Myeloid diff MLP	Myeloid diff MLP GFP+ MAC1+ %	UTI89 phage lysis
O=C(NCCCN1CCOCC1)c1cc(-c2ccc(F)cc2)no1	16	724	i	3.1	0.1%
CC1CCCN(C(=O)c2ccc(S(=O)(=O)Nc3ccccc3Cl)cc2)C1 (stereo unspecified)	-8	654	i	0.8	-0.1%
COc1ccc(NC(=O)CN2C(=O)COc3ccc(S(=O)(=O)N4CCOCC4)cc32)cc1	2	813	i	0.6	0.4%

Going on with the list.
SMILES	Lipid droplet	Lipid droplet cells 6.5 µM	Myeloid diff MLP	Myeloid diff MLP GFP+ MAC1+ %	UTI89 phage lysis
Cc1nnc(NCCc2ccccc2)c2ccccc12	4	808	i	1.1	1.1%
CCCN(CCC)CCNC(=O)C1CCN(S(=O)(=O)c2cccc3nsnc23)CC1	-8	717	?	·	0.0%
CCCCNC(=O)N1CCCN(c2ccc(C#N)cn2)CC1	-5	826	i	1.0	0.1%
Cc1c(S(=O)(=O)Nc2ccc(Br)cc2)c(=O)n(C)c(=O)n1C	34	766	i	1.5	0.0%
Cn1nccc1C(=O)N1CCN(c2ccccc2F)CC1	2	682	i	1.1	0.2%
C=CCN(c1ccc(C(=O)NCCSc2ccccc2)cc1)S(C)(=O)=O	4	812	i	0.3	-0.3%
O=C(O)CC(C(=O)O)c1ccc(OCCCCOc2ccc(C(CC(=O)O)C(=O)O)cc2)cc1 (stereo unspecified)	-1	770	i	0.4	-0.3%
COCC(=O)N1CCC(Oc2ccc(C(=O)NC(C)c3csc(C)n3)cc2)CC1 (stereo unspecified)	8	777	i	1.4	1.7%
O=C(CCN1C(=O)/C(=C/c2ccccc2F)SC1=S)NCCCn1ccnc1	0	715	i	3.3	0.4%
CC(C)(C)n1cnc2cc(NC(=O)c3ccccc3)ccc21	-12	774	i	0.3	-0.3%
CC(C)c1c(C(=O)N/N=C/c2ccsc2)nnn1-c1nonc1N	-1	688	i	3.0	0.4%
Cc1cccc(OCC(=O)Nc2ccc3c(c2)nc(CCN2CCC(C)CC2)n3C)c1	-7	723	i	1.4	0.0%
CC(C)(C)c1csc(NC(=O)C2COc3ccccc3O2)n1 (stereo unspecified)	-2	691	i	2.6	0.2%[50 µM]
CC1CCC(CN2CCN=C2Nc2ccccc2)CC1 (stereo unspecified)	2	780	i	1.1	0.4%
NC(=O)C1CCN(C(=O)CC2C(=O)NCCN2Cc2cccc(Oc3ccccc3)c2)CC1 (stereo unspecified)	13	858	i	0.6	0.5%[50 µM]
Cc1ccc(C)c(OCC(=O)Nc2ccncc2)c1	3	817	i	0.3	-0.1%
COc1ccc(N2CCN(CCNC(=O)Nc3ccc(C)cc3Cl)CC2)cc1	-3	825	i	0.4	-1.4%[50 µM]
COC(=O)c1ccc(S(=O)(=O)N2CCc3ccccc3C2)cc1	0	798	i	0.4	0.2%
O=C(COc1ccccc1F)N1CCCc2ccccc21	2	846	i	0.7	0.0%
CC(=O)N1CCc2cc(S(=O)(=O)CCC(=O)N3CCN(c4ccccc4)CC3)ccc21	0	684	i	2.9	0.2%
CC(C)NC(=O)CCCN1C(=O)c2ccccc2Sc2ncccc21	11	866	i	0.5	0.1%
O=C(O)c1nn(CCOc2ccccc2F)c(=O)c2ccccc12	-22	798	i	2.1	0.2%
COc1cccc(C(=S)N2CCCC2)c1OC	7	818	i	0.5	-0.4%
O=C(Nc1nc2ccccc2[nH]1)NC1CCCCC1	9	841	i	3.0	0.1%

Some of the entries above, reformatted.
molecule | Lipid droplet | Lipid droplet cells 6.5 µM | Myeloid diff MLP | Myeloid diff MLP GFP+ MAC1+ % | UTI89 phage lysis
CC(=O)N1CCc2cc(S(=O)(=O)CCC(=O)N3CCN(c4ccccc4)CC3)ccc21 | 0 | 684 | i | 2.9 | 0.2%
O=C(CCN1C(=O)/C(=C/c2ccccc2F)SC1=S)NCCCn1ccnc1 | 0 | 715 | i | 3.3 | 0.4%
CCCCNC(=O)N1CCCN(c2ccc(C#N)cn2)CC1 | -5 | 826 | i | 1.0 | 0.1%

The results go on:
SMILES	Lipid droplet	Lipid droplet cells 6.5 µM	Myeloid diff MLP	Myeloid diff MLP GFP+ MAC1+ %	UTI89 phage lysis
O=C(O)C1CN(C(=O)c2ccccc2)c2cc(Cl)ccc2O1 (stereo unspecified)	3	829	i	0.6	-0.2%
Cc1ccc(F)cc1NC(=O)CCc1c(C)nn(-c2ccc(N3CCCCC3)nn2)c1C	8	752	i	4.0	0.1%
COCCNC(=S)N/N=C/c1c2ccccc2cc2ccccc12	-2	787	i	0.6	-0.1%
CC(=O)N(C)c1ccc(NC(=O)CCN2C(=O)c3ccccc3C2=O)cc1	-2	840	i	0.6	0.7%
CCCC(=O)Nc1cc(-c2nc3ncccc3o2)ccc1Cl	7	834	i	1.0	0.3%
Cc1ccc(S(=O)(=O)Nc2cc(C)c(O)c(Sc3n[nH]c(C)n3)c2)cc1	11	817	i	0.8	?
COc1ccccc1OCC(=O)Nc1c2c(nn1-c1ccccc1)CS(=O)(=O)C2	-5	722	i	0.4	-0.1%[50 µM]
O=C(NNS(=O)(=O)c1ccc(F)cc1)c1cc2ccccc2cc1O	-6	807	i	0.8	-0.3%
CCn1c(SCC(=O)N2CCOCC2)nc2c([nH]c3ccccc32)c1=O	-8	812	?	·	3.3%[50 µM]
CCOC(=O)CNC(=O)COc1coc(CN2CCN(c3ccccc3F)CC2)cc1=O	4	710	i	1.1	0.1%
N=C1/C(=C/c2ccc(OCc3ccccc3F)cc2)C(=O)N=C2SC(CC(=O)N3CCOCC3)=NN12	-2	750	?	·	i
Cc1ccc(-n2ncc3c2CC(C)(C)CC3NC(=O)CCCN2CCCC2=O)cc1 (stereo unspecified)	20	750	i	0.7	0.3%
CC1CCCCC1NC(=O)C1CCC(CNS(=O)(=O)c2ccc(F)cc2)CC1 (stereo unspecified)	-1	398	i	0.4	0.2%
O=C(O)c1ccc(Nc2nc(-c3ccccc3)nc3ccccc23)cc1	-1	821	i	0.2	-0.1%
COc1cccc(NC(=O)CN2C(=O)CSc3ccc(S(=O)(=O)N4CCC(C)CC4)cc32)c1	-2	724	?	·	1.3%
O=c1cc(O)n(C2CCCCCC2)c(=O)[nH]1	0	839	i	0.6	-0.1%
O=C(c1ccc(NC2=NC3CS(=O)(=O)CC3S2)cc1)N1CCN(c2ccc([N+](=O)[O-])cc2)CC1 (stereo unspecified)	4	705	i	1.2	0.3%
O=C(Nc1ccnn1C1CCN(C2CCCC2)CC1)c1ccccc1Cl	-1	691	i	1.2	0.4%
CCCC(=O)N1CCN(c2nc3c(OC)ccc(Cl)c3s2)CC1	-8	763	i	1.7	1.2%
Cc1cnc(CNC(=O)C2CCC(=O)N(CCc3cccc(F)c3)C2)[nH]1 (stereo unspecified)	5	706	i	0.0	0.6%
Cc1ccc(S(=O)(=O)N2CCCC(C)C2)cc1 (stereo unspecified)	7	777	i	0.7	-1.1%
CC(C)[C@H](NC(=O)[C@@H]1Cc2ccccc2CN1)C(=O)Nc1ccc2c(c1)OCCO2	2	697	i	0.7	0.3%
Cc1ccc(C)c(NC(=O)C2CC(=O)N(C3CCCCC3)C2)c1 (stereo unspecified)	-20	819	i	1.0	0.1%
O=C(NC1CCN(c2ncccn2)CC1)c1ccccc1Cl	-7	853	i	0.2	0.2%

Just Lipid droplet (4 entries from above):
molecule	Lipid droplet
COc1ccc(NC(=O)CN2C(=O)COc3ccc(S(=O)(=O)N4CCOCC4)cc32)cc1	2
NC(=O)CN1C(=O)NC2(CCOc3ccccc32)C1=O (stereo unspecified)	-3
CCn1c(=O)c2sccc2n2c(CCCC(=O)NCCc3ccc(S(N)(=O)=O)cc3)nnc12	0
O=C(NCCCN1CCOCC1)c1cc(-c2ccc(F)cc2)no1	16

New compounds follow:
SMILES	Lipid droplet	Lipid droplet cells 6.5 µM	Myeloid diff MLP	Myeloid diff MLP GFP+ MAC1+ %	UTI89 phage lysis
COc1ccccc1NC(=O)c1nnn(CC(=O)Nc2cc(C)cc(C)c2)c1N	15	730	?	·	0.3%
O=C(CSc1nnc(-c2cccc(F)c2)o1)NC1CCCC1	8	784	i	3.9	-0.3%
O=C(Oc1ccccc1)N1CCN(C(=O)c2ccco2)CC1	0	807	i	0.8	-0.9%[50 µM]
O=C(CCC(=O)N1CCOc2ccc(Cl)cc21)NCc1ccccc1	-1	775	i	2.2	-0.8%
N#Cc1ccc(CN2C=NS(=O)(=O)c3ccccc32)cc1	-7	846	i	0.6	0.1%
OCCN1CCN(c2nc(-c3ccccc3O)nc3ccccc23)CC1	14	808	i	0.5	0.2%
O=C(NCCc1ccccc1)c1ccc(CS(=O)Cc2cccc(Cl)c2)o1 (stereo unspecified)	-32	731	i	1.6	0.0%
O=C(NCCCc1ccncc1)C1CCC(=O)N(Cc2ccc(Cl)cc2)C1 (stereo unspecified)	-8	820	i	0.2	0.1%
C/C(=N\NC(=O)Cc1ccccc1)c1ccc(Cl)s1	-10	695	i	0.9	0.1%
O=S(=O)(Nc1ccc2ccccc2n1)c1ccccc1Cl	4	842	i	0.3	1.7%
CN(CC(=O)Nc1cccnc1Cl)S(=O)(=O)c1ccc(Cl)cc1	-20	689	i	0.5	0.6%[50 µM]
Cc1ccc(NS(=O)(=O)c2cn(C)c(=O)n(C)c2=O)cc1C	8	756	i	0.7	-1.2%
CS(=O)(=O)c1ccc(S(=O)(=O)N2CCC(CO)(CCCc3ccccc3)CC2)cc1	-11	818	i	0.4	-0.1%
CN(C)c1nc2c(c(=O)[nH]c(=O)n2C)n1CCCc1ccccc1	-2	831	i	0.6	0.3%
O=C(NCC(=O)N1CCN(Cc2ccccc2)CC1)c1ccc(Br)cc1	-1	766	i	0.8	-0.2%
COCCc1nn2c(=O)cc(COC(=O)c3cc(OC)c(OC)c(OC)c3)nc2s1	7	701	?	·	3.5%
OCC[C@@H]1C[C@@H](O)[C@H](O)[C@@]2(OCCc3ccccc32)O1	7	824	i	1.5	3.6%
COc1ccc(Nc2nc(N)c([N+](=O)[O-])c(N3CCN(C)CC3)n2)cc1	-3	864	i	0.2	0.0%
O=[N+]([O-])c1cccc(OCCN2CCC(Cc3ccccc3)CC2)c1	-5	775	i	0.6	0.0%
COc1cc(CNC2CCCCCCC2)cc(Cl)c1OC	-16	796	i	0.4	0.3%
COCCn1c(=O)[nH]c2cc(C(=O)N3CCN(c4cccc(C(F)(F)F)c4)CC3)ccc2c1=O	-12	777	i	0.8	0.2%
COc1ccc(NC(=O)c2cc(CC(C)C)nc3ccccc23)cc1	18	849	i	0.1	-2.1%
CSc1nc2sc3c(c2c(=O)n1C)CCC3	0	839	i	0.8	0.0%
CCC(=O)c1cn(CC(=O)Nc2ccc(C)cc2C)c2ccccc12	33	785	i	0.7	0.1%
N#Cc1ccccc1NC(=O)COc1ccc2c(c1)OCO2	-11	843	i	0.6	0.3%
Cc1ccc(C(=O)Cn2c(C(=O)OCCO)cc3ccccc32)cc1	-19	781	i	0.7	0.8%
COc1ccc(CNC(=O)CCS(=O)(=O)c2ccc3c(c2)CC(C)N3C(=O)C2CC2)cc1 (stereo unspecified)	-6	686	i	0.5	0.3%
O=C(N/N=C/c1cc(Cl)cc([N+](=O)[O-])c1O)C(O)(c1ccccc1)c1ccccc1	2	819	i	0.3	-0.1%
O=C(Nc1ccc([N+](=O)[O-])cc1)c1cc(Cl)sc1Cl	-1	683	+	19*	0.2%
O=C1/C(=C/c2cccc(F)c2)Oc2cc(O)ccc21	6	849	i	0.5	-0.4%[50 µM]
